DAGLB inh = blocks human DAGLB lipase activity. Q8NCG7. HEK293T DAGLB membrane lysate, EnzChek fluorogenic substrate. inhibition, % at 5.17 µM. 340,000 tested, 0.059% active. AID 504411; in the data active means inhibition above about 34%;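 further: 0% = enzyme with vehicle and 100% = wells lacking enzyme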
Target sequence (Q8NCG7 whole entry, looked up): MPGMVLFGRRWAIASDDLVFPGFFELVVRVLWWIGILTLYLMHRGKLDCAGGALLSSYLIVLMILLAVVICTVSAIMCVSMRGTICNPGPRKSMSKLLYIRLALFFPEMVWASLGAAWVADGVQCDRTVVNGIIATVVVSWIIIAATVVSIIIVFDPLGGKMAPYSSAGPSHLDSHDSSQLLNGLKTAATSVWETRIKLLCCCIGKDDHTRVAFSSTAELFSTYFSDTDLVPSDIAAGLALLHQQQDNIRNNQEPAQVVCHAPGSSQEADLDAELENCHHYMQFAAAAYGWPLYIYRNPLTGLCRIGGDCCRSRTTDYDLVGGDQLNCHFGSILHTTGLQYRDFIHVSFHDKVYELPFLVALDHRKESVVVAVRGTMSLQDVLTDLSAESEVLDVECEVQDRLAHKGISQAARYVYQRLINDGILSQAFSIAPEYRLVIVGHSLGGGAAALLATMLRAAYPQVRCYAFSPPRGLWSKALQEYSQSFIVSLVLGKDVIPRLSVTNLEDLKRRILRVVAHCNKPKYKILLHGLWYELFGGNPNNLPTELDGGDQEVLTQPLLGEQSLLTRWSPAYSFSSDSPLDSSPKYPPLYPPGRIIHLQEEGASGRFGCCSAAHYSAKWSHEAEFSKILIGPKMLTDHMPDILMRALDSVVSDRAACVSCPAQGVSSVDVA
Tat export inh = blocks Tat-dependent protein export in E. coli; E. coli MC4100 TorA-mCherry Tat export, fluorescence; AID 488895; inhibition, % at 10 µM; 340,000 tested, 0.036% active;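 active means mean replicate inhibition at least 50% and at least half of replicates individually reaching 50%; inconclusive means only one of the two criteria met; inactive means neither criterion met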;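 further: exported cargo escapes ClpAP degradation while cytoplasmic cargo is degraded and loses fluorescence; 0% = median of neutral control wells and 100% = median of NaSCN control wells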
SUMO Mot1 rescue = blocks SUMOylation pathway, rescuing yeast Mot1-301 growth; S. cerevisiae Mot1-301 growth rescue, ATP luminescence, 38.5C; percent above DMSO median, 100 means doubled; growth rescue, % at 18.8 µM; 320,000 tested, 1% active; AID 2716;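 active means every valid replicate shows activation above 250% relative to neutral control wells; inactive means the rest, any valid replicate at or below 250%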;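 further: OY570 slx delta 5 strain wells were the positive control but not used for scaling; some compounds called inactive have numbers as strong as hits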
CDK5 inh = blocks human CDK5/p35 kinase activity | inhibition, % at 10 µM | 330,000 tested, 0.01% active | Q00535+Q15078 | Recombinant CDK5/p35, ADP-Glo luminescence, 60 min | AID 488839;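 active means highest replicate inhibition of at least 50% and at least 75% of replicates reaching 50%; inconclusive means only one of the two criteria met; inactive means both criteria failed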;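 further: plate controls were DMSO neutral control for no effect and GW8510 at 10 µM for full effect; many of its hits are not listed in these tables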
HTR5A ag ctr = activates human HTR5A in OPRM1-OPRD1 agonist counter-screen; P47898; HTR5A agonist assay, luminescence, cell-based; activation, % at 9.3 µM; 340,000 tested, 0.61% active; in the data active means activation mostly above about 9.5%, no sharp cut-off; inactive means mostly below about 7.6%;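 further: 0% = cells with vehicle only and 100% = reference agonist; strong numbers were not always called active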
Target sequence (P47898 whole entry, looked up): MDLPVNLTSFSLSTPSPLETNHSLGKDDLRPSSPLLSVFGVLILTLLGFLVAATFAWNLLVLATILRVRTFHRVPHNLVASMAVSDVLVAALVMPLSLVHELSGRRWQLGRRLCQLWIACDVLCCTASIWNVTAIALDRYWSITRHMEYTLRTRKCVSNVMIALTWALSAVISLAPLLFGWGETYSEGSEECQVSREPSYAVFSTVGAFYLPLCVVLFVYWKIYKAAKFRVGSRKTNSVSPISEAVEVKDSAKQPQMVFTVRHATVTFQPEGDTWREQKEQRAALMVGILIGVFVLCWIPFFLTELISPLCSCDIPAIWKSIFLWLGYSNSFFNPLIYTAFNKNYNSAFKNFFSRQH
PKA-R1A activ = PKA-R1A complex activation; PKA-R1A dissociation, Cy5-IP20 fluorescence polarization; scaled: DMSO 0%, 113 µM cGMP 100%; activation, % at 11.4 µM; 340,000 tested, 0.083% active; AID 504707;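 active means percent activation above the mean of all tested compounds plus 3 SD, cut at about 19% in these data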;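 further: higher means more PKAc released from R1A so a rise in polarization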
HTR5A inv ag = inverse agonist of human HTR5A in OPRM1-OPRD1 counter-screen. AID 504634. P47898. HTR5A cell line, luminescence, inverse agonism. inhibition, % at 9.3 µM. 340,000 tested, 0.083% active; in the data active means inhibition mostly above about 23%, no sharp cut-off; inactive means mostly below about 18%;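 further: 0% = cells with DMSO and 100% = no-cell wells with DMSO; some compounds called inactive have numbers as strong as hits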
PKA-R2B act = activators of human PKA-R2B complex | P22694+P31323 | PKA-R2B holoenzyme dissociation, Cy5-IP20 fluorescence polarization; R2B truncated from residue 108, S112A mutant; 0% DMSO only, 100% 113 µM cGMP | activation, % at 11.4 µM | 340,000 tested, 0.079% active | AID 504700;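 active means activation above a cutoff set at the mean over all compounds plus 3 SD, cut at about 18% in these data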;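 further: higher means more holoenzyme dissociation and a rise in polarization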
AddAB inh = less growth of phage-infected E. coli with AddAB. E. coli expressing H. pylori AddAB, absorbance growth. inhibition, % at 11.9 µM. 330,000 tested, 0.29% active. AID 435030; in the data active means inhibition above about 12%;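 further: 0% = vehicle wells of infected cells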
phage Ecoli inh = E. coli growth loss with phage present. growth absorbance. AID 651602. inhibition, % at 11.9 µM. 360,000 tested, 0.26% active; in the data active means inhibition above about 11%
E coli growth = bacterial growth inhibition, counter-screen for AddAB inhibitors; 330,000 tested, 0.27% active; E. coli V3065 growth, OD600 absorbance, 18 h; inhibition, % at 11.9 µM;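 active means inhibition above the campaign's mean inhibition across all tested compounds plus 3 SD, cut at about 9.9% in these data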;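 further: uninfected addAB+ strain grown without phage in ampicillin broth; 0% = DMSO wells and 100% = ciprofloxacin 0.95 µg/ml wells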
Active calls of the source: *; u = inconclusive; x = not tested or not shown.

Molecule,DAGLB inh,Tat export inh,SUMO Mot1 rescue,CDK5 inh,HTR5A ag ctr,PKA-R1A activ,HTR5A inv ag,PKA-R2B act,AddAB inh,phage Ecoli inh,E coli growth
CN(CC1CCCN(CCc2ccccc2F)C1)C(=O)c1ccoc1 (stereo not drawn),3,11,1,2.6,-10,-3,0,-6,1.5,4.2,5.0
CCOc1ccc(NS(=O)(=O)c2ccc(NC(=O)c3cccnc3)c(OC)c2)cc1,1,1,265,0.0,-4,-3,-23,-5,6.1,0.6,0.9
COC(=O)c1ccc(-c2n[nH]c(=O)c3ccccc23)cc1,0,3,103,0.7,-6,4,17,-1,1.9,2.1,4.2
COC(=O)c1sc(S(=O)(=O)NC(C)C(=O)O)c(C(=O)OC)c1C (stereo not drawn),-1,-4,13,-1.0,0,8,0,4,3.8,4.3,0.3
Cc1cccc(C)c1OCC(=O)OCC(=O)Nc1ccc(Cl)cn1,-8,1,32,1.8,0,-6,-5,7,0.4,2.7,1.9
Cc1cc(SCC(=O)N(C)CC(=O)Nc2ccc(F)cc2)nc2ccccc12,-6,-10,8,2.6,9,-2,-20,-11,2.2,0.4,2.4
O=C(CN(c1ccc2c(c1)OCCO2)S(=O)(=O)c1ccccc1)NCC1CCCO1 (stereo not drawn),-2,-5,7,-0.9,-2,-7,-46,8,0.8,2.6,0.4
O=C(Nc1nnc(Cc2ccc(Cl)cc2)s1)c1cccs1,0,-5,263,0.1,-2,-2,-1,-8,3.6,3.6,1.8
CCOC(=O)C1=C(CN2CCC(C)CC2)NC(=O)NC1c1ccc(Cl)cc1 (stereo not drawn),-3,1,-18,-1.8,3,6,-16,-8,-4.7,2.3,0.2
Cc1ccc(NC(=O)COc2ccccc2)c(NC(=O)c2ccco2)c1,-3,-5,16,0.9,-4,-5,4,1,0.3,0.5,0.3
O=C(NC1CCCCC1)C(c1ccncc1)N(C(=O)c1csnn1)c1ccccc1F (stereo not drawn),-1,-1,-8,0.4,3,-2,-7,-4,-0.2,2.1,-2.6
COc1ccc(F)cc1Cn1nc(C(=O)O)c2ccccc2c1=O,-1,1,-29,0.1,5,-2,2,-3,0.1,-0.6,-0.7
CCOC(=O)c1c(C)[nH]c(C(=O)COC(=O)c2cnccn2)c1C,-3,8,0,-1.4,3,-6,-9,1,2.4,0.8,-3.2
Cc1cccc(COc2ccccc2C(=O)N(C)CC(=O)Nc2cccc(F)c2)c1,-1,6,-17,0.4,5,1,-15,-2,-0.9,-0.3,-2.6
Cc1ccc(S(=O)(=O)CC(=O)c2ccc(C(C)(C)C)cc2)cc1,-2,-1,410,-2.0,-3,-6,-26,9,0.2,2.5,2.9
COc1ccc(C(=O)N2CCCC(Nc3ccc(F)cc3)C2)cc1F (stereo not drawn),-1,1,-6,-0.8,-2,-5,3,-7,3.4,2.8,1.3
COc1ccccc1NC(=S)NCCc1c[nH]c2ccccc12,1,-7,2,-0.9,0,-1,-13,2,1.7,4.3,1.3
CCCNC(=O)C(=O)N/N=C/c1ccc(OCc2ccccc2)cc1,-1,-1,x,1.6,1,-12,8,-7,0.4,2.0,-0.4
CCCn1c2ccccc2c2nnc(SCC(=O)Nc3nnc(CC(=O)OCC)s3)nc21,4,-4,6,0.2,-2,-5,-18,-10,0.5,0.9,-1.5
O=C(Nc1ccc(Cc2ccncc2)cc1)c1cccc([N+](=O)[O-])c1,0,5,-25,-0.2,-5,-6,15,0,2.0,2.8,1.6
CC1=C(Sc2nc3ccccc3[nH]2)C(=O)NC(C)(C)C1,2,-1,-3,2.8,0,-11,-1,5,1.5,0.9,0.6
COCCNC(=O)C(c1ccc(OC)cc1)N(CCOC)C(=O)CCC(=O)Nc1nccs1 (stereo not drawn),1,6,9,-0.8,2,0,-5,-2,4.9,2.2,-0.9
Cc1ccc(NC(=O)CCC(=O)OCC(=O)c2ccc(-c3ccccc3)cc2)cc1,-2,0,-11,0.0,1,-2,14,-8,-0.3,0.8,-2.7
COC(=O)N1[C@H](C)C=C[C@]1(Cc1ccccc1)C(=O)NCCCNc1ncc(C(F)(F)F)cc1Cl,-6,19,-23,-2.0,6,-4,-16,-6,2.4,2.7,-1.8
COc1cc(Br)cc2cc(C(=O)N3CCCCC3C)c(=O)oc12 (stereo not drawn),1,-4,-32,2.1,1,-2,10,-3,0.8,0.0,0.8
COc1ccccc1OCCNc1ccc(S(=O)(=O)N2CCCC2)cn1,-1,0,x,0.4,-1,-11,2,0,x,4.3,x
Cc1cccc(N2CCN(C(=O)C(NS(=O)(=O)c3cccs3)c3ccccc3)CC2)c1C (stereo not drawn),-2,2,10,5.7,7,-5,-10,-9,1.9,1.0,-1.2
Nc1cccc(-c2nc3ccccc3[nH]2)c1,1,-7,-5,2.0,3,7,9,-14,1.8,3.6,-0.3
COc1ccccc1N1CCN(C(=O)c2cccc(C(=O)N3CCN(c4ccccc4OC)CC3)c2)CC1,-1,u,6,0.1,15*,6,-36,-11,1.7,-0.7,-0.6
CCOCCCNC(=O)c1ccc(N2CCOCC2)c(NS(=O)(=O)c2ccc(OC)cc2)c1,0,2,10,-1.8,2,-6,21,3,4.0,3.5,3.5
NC(=O)c1c(NC(=O)c2ccc([N+](=O)[O-])o2)sc2c1CCCC2,4,3,-5,0.4,1,-9,-3,-2,23*,9.2,18*
O=C(CSc1nc2ncccc2[nH]1)NC1CCCCC1,0,-1,929*,-0.5,0,7,-1,4,1.5,0.9,1.1
C#CCOCCOCCOCCNc1nc(N2CCN(C(=O)[C@H](CCCN=C(N)N)n3cc(C(N)[C@@H](C)CC)nn3)CC2)nc(N2CCN(C(=O)[C@H](CCC(=O)O)n3cc([C@@H](N)CC(N)=O)nn3)CC2)n1 (stereo partly drawn),-3,-7,-2,2.2,2,5,-9,3,2.5,0.2,-1.1
Cc1ccc(Cl)cc1N1C(=O)CC(Sc2ncccn2)C1=O (stereo not drawn),-2,-5,19,-2.8,5,5,17,3,3.3,1.3,-2.6
CCCN1CCN(CCCNC(=O)CCCn2nc(C)c3sc4ccccc4c3c2=O)CC1,0,0,352*,1.5,-2,1,13,-6,1.5,0.2,-1.7
O=C(NNC(=O)c1ccc2c(=O)n3c(nc2c1)CCC3)c1cccc(Cl)c1,0,2,12,0.4,-4,0,9,-12,0.3,4.3,0.6
COc1ccc(-c2csc(Nc3cc(C)ccn3)n2)cc1C,-3,4,515*,-0.6,-1,2,4,-3,-1.1,3.6,-1.4
COC(=O)c1ccc(Cn2cnc3c(cnn3-c3ccc(C)c(C)c3)c2=O)o1,-1,4,-9,-1.5,1,-12,-4,10,1.5,1.6,4.0
CCC(=O)Nc1ccc2c(c1)nc1n2CCN(CCOC)C1,0,4,-21,-0.4,x,-12,x,9,-1.3,1.5,-0.3
O=C(/C=C/c1cccs1)Nc1ccc(N2CCOCC2)c(S(=O)(=O)Nc2ccccc2Cl)c1,-2,-3,-5,0.6,4,-4,28,-1,1.0,2.2,-0.6
Clc1ncccc1-c1nnn(-c2ccccc2)n1,-13,0,-1,0.5,0,-6,1,-1,3.2,1.1,-2.5
CC(=O)SC(C[N+](=O)[O-])c1cn(C(C)=O)c2ccccc12 (stereo not drawn),0,-8,404*,1.4,-2,1,4,-9,3.5,1.3,0.3
CN1C(C(=O)NCc2ccc(OC(F)(F)F)cc2)CC2Cn3c(nc4cc(Cl)c(Cl)cc43)C21 (stereo not drawn),1,16,-4,-0.8,5,-3,0,-11,3.5,-0.2,-1.5
Cc1ccc(Cn2ccnc2SCC(=O)NC2CCCC2)cc1,-3,-8,-7,0.4,-1,-3,-1,-5,3.5,2.4,3.1
C=CCN(Cc1ccc(OC)c(OC)c1)C(=O)c1cc2cc(F)ccc2[nH]1,-4,7,-7,1.0,1,3,-5,-9,1.4,-1.3,1.8
Cc1cccc(N2CCN(C(=O)/C=C/c3cccs3)CC2C)c1 (stereo not drawn),-8,2,75,2.5,-2,-2,-12,-9,1.4,1.9,-1.2
CCCOc1cccc(CN2CCCCC2c2cccnc2)c1 (stereo not drawn),-11,-5,-12,-1.9,-3,17,14,-17,2.1,0.7,-3.3
Cc1cc(C)c(S(=O)(=O)N2CCN(C(=O)C3CCCO3)CC2)c(C)c1 (stereo not drawn),-4,-1,8,0.8,-8,-1,21,4,-0.1,0.1,-1.2
COc1ccc(C(=O)Oc2cc(C)[nH]c(=O)c2[N+](=O)[O-])c(OC)c1,0,-3,-13,6.0,-2,-5,7,-1,-0.6,3.6,-0.1
CCc1ccccc1N(CC(=O)NC(C)C)C(=O)CCC(=O)Nc1nccs1,0,-8,3,0.2,-4,2,15,-13,1.1,1.9,-1.1
COc1ccc(-c2cc(C(=O)N3CCCC(C(F)(F)F)C3)c3ccccc3n2)cc1 (stereo not drawn),-6,0,3,0.0,11,-15,-30,0,-0.8,1.5,-2.8
O=c1[nH]c(NCCO)nc2c1C1(CCCCC1)Cc1ccccc1-2,4,11,-4,1.2,4,-7,-10,-5,4.3,3.2,0.7

A draw from above in order of molar mass, highest first:
Molecule,DAGLB inh,Tat export inh,SUMO Mot1 rescue,CDK5 inh,HTR5A ag ctr,PKA-R1A activ,HTR5A inv ag,PKA-R2B act,AddAB inh,phage Ecoli inh,E coli growth
CN1C(C(=O)NCc2ccc(OC(F)(F)F)cc2)CC2Cn3c(nc4cc(Cl)c(Cl)cc43)C21 (stereo not drawn),1,16,-4,-0.8,5,-3,0,-11,3.5,-0.2,-1.5
CCc1ccccc1N(CC(=O)NC(C)C)C(=O)CCC(=O)Nc1nccs1,0,-8,3,0.2,-4,2,15,-13,1.1,1.9,-1.1
C=CCN(Cc1ccc(OC)c(OC)c1)C(=O)c1cc2cc(F)ccc2[nH]1,-4,7,-7,1.0,1,3,-5,-9,1.4,-1.3,1.8
COc1ccc(C(=O)Oc2cc(C)[nH]c(=O)c2[N+](=O)[O-])c(OC)c1,0,-3,-13,6.0,-2,-5,7,-1,-0.6,3.6,-0.1
Cc1cccc(N2CCN(C(=O)/C=C/c3cccs3)CC2C)c1 (stereo not drawn),-8,2,75,2.5,-2,-2,-12,-9,1.4,1.9,-1.2
O=c1[nH]c(NCCO)nc2c1C1(CCCCC1)Cc1ccccc1-2,4,11,-4,1.2,4,-7,-10,-5,4.3,3.2,0.7
CCCOc1cccc(CN2CCCCC2c2cccnc2)c1 (stereo not drawn),-11,-5,-12,-1.9,-3,17,14,-17,2.1,0.7,-3.3
CC(=O)SC(C[N+](=O)[O-])c1cn(C(C)=O)c2ccccc12 (stereo not drawn),0,-8,404*,1.4,-2,1,4,-9,3.5,1.3,0.3
